KB-V1 cytotox: qHTS assay for MDR1-selective chemotherapeutics: Primary screen using the drug-selected MDR subline cells KB-V1 | AID 1347076, 2019 | KB-V1 MDR cells viability, CellTiter-Glo, 72 h | 400,000 tested, 3.4% active | Potency, µM (titrated, usually from 46.1 µM), without a hit: at the top dose activity change, negative = cytotoxicity, actives largely listed as cytotoxic; also: nearly all actives have a fitted effect of over 60% in size
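KB-V1, DMEM (no phenol red) + 10% FBS; cpd pin-transferred, titration series; 72 h, 37 degrees C; CellTiter-Glo, luminescence. Data normalized, curve-fit.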
ATXN2 expr inh: Primary qHTS for Inhibitors of ATXN expression | HEK-293 ATXN2-luciferase reporter, luminescence, 24 h | Potency, µM (highest dose often 57 µM), for the others: at the highest dose activity change, negative = inhibition, usual class: inhibitors | 360,000 tested, 0.72% active | AID 1745845, 2022; also: nearly all actives have a fitted effect of over 55% in size
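qHTS (up to 57 uM final) was run with 24 h compound exposure of reporter cells at 37 °C. Each well was multiplexed: SteadyGlo luminescence measured ATXN2-luciferase expression after a fluorogenic Gly-Phe-AFC viability readout (25 uM final).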
KB-3-1 cytotox: qHTS assay for MDR1-selective chemotherapeutics: Primary screen using the parental adenocarcinoma cell KB-3-1; KB-3-1 viability, CellTiter-Glo ATP luminescence, 72 h; Potency, µM (doses to about 46.1 µM), without a hit: at the top dose activity change, negative = cytotoxic, most hits filed as cytotoxic; 400,000 tested, 1.4% active; AID 1347075, 2019; also: nearly all actives have a fitted effect of over 60% in size
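Parental KB-3-1 adenocarcinoma cells in phenol-red-free DMEM with 10% FBS were pin-treated with compounds at several concentrations, incubated 72 h at 37 °C, and viability read by CellTiter-Glo luminescence; concentration-effect curves were fitted after normalization.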
* marks the source's active call; other numbers are inactive results; ? = inconclusive; [ ] = dose if it differs, or a comment. Calls follow the shape of the dose curve; as a rule, active = well fitted curve in the direction sought with a large enough effect; inconclusive = small, poorly fitted or top-dose-only effect, or another doubt; inactive = no such curve, though single readings can be large; an effect the other way counts as inactive or inconclusive. % is scaled to controls: 0 for no effect and ±100 for the full control effect; potency is read from the fitted curve at half-maximal effect. An excerpt; the hit share may differ from the screen's.

Results follow in this order: KB-V1 cytotox | ATXN2 expr inh | KB-3-1 cytotox
> COC(=O)c1ccccc1NC(=O)Cc1noc2ccc(C)cc12
→ -17% | 4% | 6%
> CCOC(=O)c1cc(S(=O)(=O)N2CCN(c3ccc(C(C)=O)cc3)CC2)[nH]n1
→ ? | 10% | -5%
> O=C(CC1N=C2c3ccccc3N=C(SCc3ccccc3F)N2C1=O)NCCc1ccccc1 (stereo not given)
→ -16% | 23% | ?
> COc1ccc2oc(=O)c(C(=O)NCCc3c(C)[nH]c4ccc(C)cc34)cc2c1
→ ? | 4% | 2%
> CCCOC(=O)c1c(NC(=O)C(C)Sc2nc(-c3ccccc3)cc(C(F)(F)F)n2)sc(C(=O)N(C)C)c1C (stereo not given)
→ ? | ? | ?
> COC(=O)c1c(-c2ccc(Cl)cc2)noc1N1CCN(c2ccccc2F)CC1
→ 0% | 11% | -14%
> Cc1ccc(Cl)cc1NC(=O)c1ccc2snnc2c1
→ 16% | 6% | 1%
> COc1ccc(N2CCN(C(=O)C3CCN(S(=O)(=O)c4cccc5nonc45)CC3)CC2)cc1
→ 1% | -3% | -10%
> Cc1ccc(CNC(=O)c2cc3sccc3n2Cc2ccc(Cl)cc2)cc1
→ 9% | -16% | 0%
> O=C(c1ccccc1Cl)N1CCC(c2nc3ccccc3s2)CC1
→ 13µM* | 0% | 0%
> Cc1cccc(OCc2nc(CC(=O)Nc3ccc(C)c(C)c3)cs2)c1
→ -15% | -2% | 1%
> COc1ccc(NC(=O)CSc2nc(-c3ccco3)nc3cc(=O)[nH]n23)cc1
→ ? | 1% | 4%
> Cc1ccc(C(=O)CC2(O)C(=O)N(Cc3ccccc3)c3ccccc32)c(C)c1 (stereo not given)
→ -4% | -14% | -9%
> Cc1cc(NC(=O)CCc2nc3cccnc3n2Cc2cccs2)ccc1Br
→ -5% | ? | 11%
> Cc1ccccc1NC(=O)c1sc2nc3c(cc2c1N)CN(Cc1ccccc1)CC3
→ -3% | -21% | -29%
> Cc1cc(C)cc(NC(=O)CN2C(=O)COc3ccc(S(=O)(=O)Nc4ccccc4)cc32)c1
→ -5% | -37% | -12%
> CC1CCc2c(sc(NC(=O)c3cc(-c4ccc(F)cc4)on3)c2C(N)=O)C1 (stereo not given)
→ 5% | 9% | 8%
> Cc1ccc(C)c(NC(=O)Cn2c(=O)n(CCC(=O)NCc3ccc4c(c3)OCO4)c(=O)c3ccccc32)c1
→ 20% | 0% | 5%
> Cc1cccc(NS(=O)(=O)c2ccc3c(c2)OCC(C(=O)N2CCCC2)O3)c1C (stereo not given)
→ -12% | -12% | -8%
> O=C(CS(=O)(=O)c1cccc2nsnc12)Nc1ccccc1Cl
→ -29% | 40%[activator] | 10%
> Cn1c(=O)c(=O)n(C)c2cc(NS(=O)(=O)c3ccc(Br)cc3)c(Cl)cc21
→ 1% | -6% | 4%
> Cc1cc(C)cc(-n2ccnc(NCc3ccc(F)cc3)c2=O)c1
→ -13% | -13% | 8%
> CCOCCCNC(=O)Cn1nc(CC)n2c(cc3c(OC)cccc32)c1=O
→ -12% | 4% | 0%
> CCOC(=O)C1CCN(c2csc3ccc(C)cc3c2=O)CC1
→ ? | 19% | 2%
> CCN(Cc1ccccc1)S(=O)(=O)c1cc(Br)cc2c1N(C(=O)C1CC1)CC2
→ 5% | -16% | -9%
> CC(C)CCNC(=O)c1ccc(Cn2c(SCC(N)=O)nc3ccccc3c2=O)cc1
→ 18% | 1% | 3%
> COc1cc2c(=O)c(S(=O)(=O)c3ccc(C)cc3)cn(Cc3cccc(C)c3)c2cc1OC
→ 2% | -31% | -25%
> COc1cc(NC(=O)Cn2ccc3ccccc3c2=O)cc(OC)c1OC
→ 2% | -8% | -1%
> CCOc1ccc(CCNC(=O)c2ccc3c(c2)N(Cc2ccccc2F)C(=O)c2ccccc2S3=O)cc1OCC (stereo not given)
→ -23% | 7% | 1%
> Cc1cc(C)n2nc(SCC(=O)Nc3cc(Cl)ccc3C)nc2n1
→ ? | 1% | 4%

Record cards, as listed above. Values in the order: KB-V1 cytotox | ATXN2 expr inh | KB-3-1 cytotox
Listed for CCOC(=O)c1cc(S(=O)(=O)N2CCN(c3ccc(C(C)=O)cc3)CC2)[nH]n1 → ? | 10% | -5%
Listed for Cc1ccc(C(=O)CC2(O)C(=O)N(Cc3ccccc3)c3ccccc32)c(C)c1 (stereo not given) → -4% | -14% | -9%

Going on with the list.
Results follow in this order: KB-V1 cytotox | ATXN2 expr inh | KB-3-1 cytotox
> CCCCCNc1nc2c(-c3ccccc3)nnn2c2ccccc12
→ 16% | 5% | 5%
> Cc1ccc(-n2c(COCC(=O)O)nc3cccnc32)cc1
→ 9% | -1% | 7%
> CCOc1ccc(NC(=O)Cn2cc(C(=O)c3ccc(OCC)cc3)c(=O)c3cc4c(cc32)OCCO4)cc1
→ 1% | 1% | -5%
> CCc1ccccc1N1CC(c2nc3ccccc3n2CCCCOc2ccccc2)CC1=O (stereo not given)
→ 4% | -4% | -1%
> O=C(NCc1ccccc1Cl)c1ccc(Cn2c(SCc3ccccc3)nc3cccnc32)cc1
→ 2% | -23% | -2%
> Cc1ccc(NC(=O)Cn2cc(C(=O)C3CC3)c3ccccc32)cc1C
→ 2% | -16% | 6%
> COc1ccc(Nc2oc(-c3ccc(COc4ccc(OC)cc4)o3)nc2C#N)cc1
→ -1% | -19% | -2%
> CCCCOc1ccc(C2=NC(c3ccncc3)=Nc3ccc(OCC)cc3N2)cc1
→ ? | -4% | 0%
> Cn1c(=O)c2c(nc(CN3CCN(c4ccccc4F)CC3)n2Cc2ccccc2F)n(C)c1=O
→ 6% | 5% | 9%
> COc1ccc(CNC(=O)Cn2ncc3c4ccccc4n(Cc4cccc(Cl)c4)c3c2=O)cc1
→ 17% | 4% | 8%
> COc1ccc(N2CCN(Cc3cccn3-c3nnc(N4CCN(C5CCCCC5)CC4)s3)CC2)cc1
→ -7% | 14% | 2%
> COc1ccc(C(=O)NNc2ncnc3c2cnn3-c2ccccc2)cc1
→ 5% | -9% | -22%
> CC(C)(Oc1ccc(Cl)cc1)C(=O)Nc1ccc(-c2nc3ncccc3o2)cc1
→ -4% | -3% | -1%
> CCOC(=O)c1cnc2c(C)cc(Cl)cc2c1NCCc1ccc(OC)c(OC)c1
→ -2% | 4% | -1%
> Cc1oc2ncn(CC(C)C)c(=O)c2c1C(=O)NC(C)c1ccccc1 (stereo not given)
→ ? | -17% | 5%
> CC(C)(C)c1ccc(C(=O)Nc2ccc(NC(=O)c3ccc(Cl)c(Cl)c3)cc2)cc1
→ 13% | -12% | -20%
> Cc1ccc(C)c(N2CCN(C(=O)Cn3nc(C)c4sc5ccccc5c4c3=O)CC2)c1
→ 0% | 13% | -3%
> CC(=O)Nc1ccc(NC(=O)C2CCCN2S(=O)(=O)c2ccc3c(c2)CCCC(=O)N3)cc1 (stereo not given)
→ ? | 7% | 3%
> CCOC(=O)c1c(C)c(-c2ccccc2)n(CC(=O)Nc2cccc(C)c2C)c1C
→ 7% | 4% | -4%
> COc1ccc(N2CCN(CCCNC(=O)c3cnn(-c4ccc(F)cc4)c3-n3cccc3)CC2)cc1
→ ? | -15% | 23µM*
> COc1ccc(CCC(=O)NCCc2csc(-c3cccc(F)c3)n2)cc1
→ 1% | -18% | 10%
> Cc1cc(C)cc(NC(=O)CSc2oc(-c3ccccc3)nc2S(=O)(=O)c2ccccc2)c1
→ -3% | -6% | 3%
> COc1cc(NC(=O)CN2CCN(S(=O)(=O)c3ccc(Br)cc3)CC2)cc(OC)c1
→ -23% | 3% | 13%
> CC1=C(C(=O)OCc2ccc(C)cc2)C(c2cccc(F)c2F)CC(=O)N1 (stereo not given)
→ -4% | -15% | -2%
> CCCCn1c(SCc2ccccc2C#N)nc2c(sc3ccccc32)c1=O
→ 22% | 1% | -12%
> COc1ccccc1Nc1nn2c(=O)c3ccc(C(=O)NCc4ccc(F)cc4)cc3nc2s1
→ 0% | ? | -3%
> Cc1ccccc1NC(=O)Cn1cc(C(=O)c2cccs2)c2ccccc21
→ -23% | -19% | -2%
> Oc1cccc(Nc2cc(-c3ccccc3)ncn2)c1
→ ? | 48%[activator] | -5%
> COc1ccccc1/C=C(\C#N)C(=O)NCC1CCCO1 (stereo not given)
→ 4% | -4% | 10%
> COc1cccc(CCNC(=O)c2c(O)nc3cc(C)ccn3c2=O)c1
→ -18% | 5% | 20%

7 neighbouring records from above, quoted:
Results follow in this order: KB-V1 cytotox | ATXN2 expr inh | KB-3-1 cytotox
> CC1=C(C(=O)OCc2ccc(C)cc2)C(c2cccc(F)c2F)CC(=O)N1 (stereo not given)
→ -4% | -15% | -2%
> CCCCn1c(SCc2ccccc2C#N)nc2c(sc3ccccc32)c1=O
→ 22% | 1% | -12%
> COc1ccccc1Nc1nn2c(=O)c3ccc(C(=O)NCc4ccc(F)cc4)cc3nc2s1
→ 0% | ? | -3%
> Cc1ccccc1NC(=O)Cn1cc(C(=O)c2cccs2)c2ccccc21
→ -23% | -19% | -2%
> Oc1cccc(Nc2cc(-c3ccccc3)ncn2)c1
→ ? | 48%[activator] | -5%
> COc1ccccc1/C=C(\C#N)C(=O)NCC1CCCO1 (stereo not given)
→ 4% | -4% | 10%
> COc1cccc(CCNC(=O)c2c(O)nc3cc(C)ccn3c2=O)c1
→ -18% | 5% | 20%

(continued)
Results follow in this order: KB-V1 cytotox | ATXN2 expr inh | KB-3-1 cytotox
> Cc1cc(C)cc(Oc2nc3c(C)cccn3c(=O)c2/C=C(\C#N)c2nc3ccccc3s2)c1
→ 3% | 4% | ?
> COc1ccc(C)cc1NC(=O)CN(C)S(=O)(=O)c1ccc2[nH]c(=O)oc2c1
→ ? | 6% | 3%
> Cc1ccc2oc(-c3cc(NC(=O)Cc4ccccc4)ccc3Cl)nc2c1
→ 5% | -8% | -8%
> COc1ccc(CNC(=O)c2c(O)nc3cc(C)ccn3c2=O)cc1
→ ? | 10% | -8%
> Cc1ccc2c(c1)-c1onc(C(=O)N(C)c3cccc(C(F)(F)F)c3)c1CO2
→ -29% | 5% | ?
> CC(C)Cn1c(-c2ccccc2Cl)nc2ccccc21
→ 0% | -7% | 9%
> Cc1cccc(C(=O)Nc2c(-c3ccc(F)cc3)nc3ccccn23)c1
→ -4% | -16% | -4%
> O=c1nc2n(-c3ccccc3F)c3ccccc3cc-2c(=O)[nH]1
→ ? | 8% | 3%
> CS(=O)(=O)N1CCC(N2CCN(Cc3ccc(F)cc3)C(=O)C2=O)CC1
→ 25% | 1% | 2%
> O=C(CSc1nc2c([nH]c3ccccc32)c(=O)n1-c1cccc(Cl)c1)c1ccccc1
→ ? | 8% | 2%
> CCCCOC(=O)c1ccc(NC(=O)c2cnc3ccc(C)cn3c2=O)cc1
→ ? | 0% | -1%
> COc1ccc2cc(-c3nc4ccc(C(=O)O)cc4[nH]3)c(=O)oc2c1
→ 18% | ? | 2%
> COc1cc(Nc2ncc3c(n2)CCN(Cc2cc(F)cc(F)c2)C3)cc(OC)c1
→ 8.2µM* | ? | ?
> COc1ccc(-c2nnc(SCC(=O)N3CCC(C)CC3)o2)cc1
→ 4% | 4% | 1%
> COc1cc(OC)cc(C(=O)Nc2cc3c(cc2N2CCCCC2)n(C)c(=O)n3C)c1
→ ? | 8% | 13%
> CCOC(=O)c1ccc(NC(=O)c2cc3c(n(-c4ccc(C)cc4)c2=O)CC(C)(C)CC3=O)cc1
→ -30% | 5% | 2%
> CCOc1ccccc1CN(CCc1ccc2c(c1)OCO2)Cc1cccc(OC)c1OC
→ ? | -29% | -13%

Sorted by molecular weight (rising): some entries from above.
Results follow in this order: KB-V1 cytotox | ATXN2 expr inh | KB-3-1 cytotox
> O=c1nc2n(-c3ccccc3F)c3ccccc3cc-2c(=O)[nH]1
→ ? | 8% | 3%
> COc1ccc(CNC(=O)c2c(O)nc3cc(C)ccn3c2=O)cc1
→ ? | 10% | -8%
> COc1ccc(C)cc1NC(=O)CN(C)S(=O)(=O)c1ccc2[nH]c(=O)oc2c1
→ ? | 6% | 3%
> CCOC(=O)c1ccc(NC(=O)c2cc3c(n(-c4ccc(C)cc4)c2=O)CC(C)(C)CC3=O)cc1
→ -30% | 5% | 2%
